PG9 Ab binder: binders of HIV-1 gp120 antibody PG9, primary screen, biochemical, TR-FRET | HIV-1 gp120 / PG9 antibody interaction | TR-FRET gp120-PG9 antibody binding | inhibition, % at 6.7 µM | 360,000 compounds, 0.43% hits | AID 624416, 2012; in the data active = inhibition above about 8.5%
rCAG RNA binder: binders of r(CAG) RNA repeats, primary screen, biochemical, fluorescence; AID 651821, 2012; inhibition, % at 3 µM; 370,000 compounds, 1.3% hits; r(CAG) RNA repeat, TO-PRO-1 dye displacement fluorescence;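 active = inhibition above the plate cutoff, the mean of all test compounds on that plate plus 3 SD, cut at about 35% in these data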;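 also: 0% = DMSO alone and 100% = 100 µM mitoxantrone as full dye displacement; higher means more dye released from RNA so lower well fluorescence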
SMARCA2 activ: SMARCA2 (BRM) function activators, primary screen, cell-based, luminescence, high throughput | MG213 cells, MMTV-luciferase reporter, dexamethasone, overnight | activation, % at 9.1 µM | 370,000 compounds, 1% hits; in the data active = activation above about 7.8%;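 also: 0% = vehicle wells and 100% = reference activator wells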
mABHD4 FP: ABHD4 inhibitors, primary screen, biochemical, fluorescence polarization, mouse | inhibition, % at 8.92 µM | 370,000 compounds, 0.54% hits | purified mABHD4, FP-Rh probe fluorescence polarization;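 active = inhibition exceeding the mean over every tested compound plus 3 SD, cut at about 30% in these data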;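 also: 0% = plate median of compound wells and 100% = S159A mutant with DMSO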
Target sequence (Q8VD66 whole entry, looked up): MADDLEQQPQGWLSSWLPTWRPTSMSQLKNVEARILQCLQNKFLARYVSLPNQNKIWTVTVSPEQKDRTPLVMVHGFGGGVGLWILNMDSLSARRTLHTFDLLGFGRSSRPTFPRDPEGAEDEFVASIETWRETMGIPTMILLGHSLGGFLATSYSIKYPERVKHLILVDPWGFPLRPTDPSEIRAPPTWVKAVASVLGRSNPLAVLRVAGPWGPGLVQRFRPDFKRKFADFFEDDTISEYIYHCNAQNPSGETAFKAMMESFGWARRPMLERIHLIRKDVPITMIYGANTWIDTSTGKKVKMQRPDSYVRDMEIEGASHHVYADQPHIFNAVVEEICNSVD
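Test system: mouse ABHD4 enzyme, wild type. Reagent: FP-Rh fluorescent activity-based probe, added after compound pre-incubation. Timing: pre-incubation 45 min, probe exposure 60 min, at 25 °C. Technique: FP readout, ex 525 nm / em 598 nm. Benchmarks: high control S159A mutant with DMSO, low control median of compound wells.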
ARFGAP1 inhibitor: inhibitors of rat ARFGAP1 GAP activity, primary screen, biochemical, fluorescence polarization, GDP tracer | inhibition, % at 16.5 µM | Arfgap1-stimulated ARF1 GTP hydrolysis, GDP FP detection | ADP-ribosylation factor GTPase-activating protein 1 (Rattus norvegicus), Q62848 | AID 651572, 2012 | 360,000 compounds, 0.26% hits;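 active = inhibition above a per-plate limit, mean inhibition of low control wells plus 3 SD, cut at about 25% in these data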;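 also: 0% = DMSO wells with enzyme and 100% = wells lacking Arfgap1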
Target sequence (Q62848 1-136 limits assumed): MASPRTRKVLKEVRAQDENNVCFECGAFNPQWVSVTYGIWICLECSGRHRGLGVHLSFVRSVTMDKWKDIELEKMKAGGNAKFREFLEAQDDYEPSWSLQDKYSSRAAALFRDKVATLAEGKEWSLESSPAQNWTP
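System: truncated rat Arfgap1 GAP domain / Medium: HEPES-based buffer, pH 7.5 / Also added: N-terminally truncated human ARF1-GTP substrate / Incubation: enzyme reaction 120 min at 25 °C after 20 min preincubation / Measured by: FP of antibody-bound GDP Alexa 633 tracer, ex 620/em 688 nm / Replicates: singlicate, each compound tested once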
NPR2 activator: human GC-B receptor activators, primary screen, HEK293 GC-B cells, cGMP TR-FRET, EC30 CNP. Atrial natriuretic peptide receptor 2 (Homo sapiens), P20594. 0% at EC30 CNP, 100% saturating CNP. activation, % at 10 µM. 370,000 compounds, 0.11% hits. AID 1920062, 2024;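 active = activation at 10 µM reaching about 35% in either raw or pattern-adjusted values, limit read from the data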
Rev-erbA mod: modulators of Rev-erb alpha DNA binding, primary screen, biochemical, FITC-DNA, fluorescence polarization, uHTS | activity, % at 10 µM | Rev-erbα–FITC-DNA binding, 90 min | 370,000 compounds, 0.79% hits;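 active = activity above about 14%, limit read from the data; passing the limit was not always enough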;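 also: 0% = DMSO wells with 35 nM protein and 100% = DMSO wells with 750 nM protein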
GC-A act: GC-A stimulated cGMP production enhancers – HEK293 GC-A cells, cGMP TR-FRET, EC30 ANP, primary screen; 370,000 compounds, 0.14% hits; Atrial natriuretic peptide receptor 1 (Homo sapiens), P16066; activation, % at 10 µM; 0% at EC30 ANP, 100% saturating ANP; in the data active = activation above about 40%
ASAP1 GAP inh: inhibitors of human ASAP1 ArfGAP activity, primary screen, biochemical, fluorescence polarization. 360,000 compounds, 0.19% hits. AID 624377, 2012. ASAP1-stimulated ARF1 GTP hydrolysis, GDP FP detection. Arf-GAP with SH3 domain, ANK repeat and PH domain-containing protein 1 (Homo sapiens), …. inhibition, % at 16.5 µM; in the data active = inhibition above about 25%;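 also: 0% = vehicle with enzyme and substrate and 100% = no enzyme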
HTRA1 inh: HTRA1 serine protease inhibitors, primary screen, biochemical, fluorescence polarization, HTS. Q92743. recombinant HTRA1, FP-rhodamine activity-based probe. inhibition, % at 5.96 µM. 340,000 compounds, 0.5% hits; in the data active = inhibition above about 36%;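 also: 0% = enzyme with DMSO and 100% = wells lacking enzyme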
Target sequence (Q92743 whole entry, looked up): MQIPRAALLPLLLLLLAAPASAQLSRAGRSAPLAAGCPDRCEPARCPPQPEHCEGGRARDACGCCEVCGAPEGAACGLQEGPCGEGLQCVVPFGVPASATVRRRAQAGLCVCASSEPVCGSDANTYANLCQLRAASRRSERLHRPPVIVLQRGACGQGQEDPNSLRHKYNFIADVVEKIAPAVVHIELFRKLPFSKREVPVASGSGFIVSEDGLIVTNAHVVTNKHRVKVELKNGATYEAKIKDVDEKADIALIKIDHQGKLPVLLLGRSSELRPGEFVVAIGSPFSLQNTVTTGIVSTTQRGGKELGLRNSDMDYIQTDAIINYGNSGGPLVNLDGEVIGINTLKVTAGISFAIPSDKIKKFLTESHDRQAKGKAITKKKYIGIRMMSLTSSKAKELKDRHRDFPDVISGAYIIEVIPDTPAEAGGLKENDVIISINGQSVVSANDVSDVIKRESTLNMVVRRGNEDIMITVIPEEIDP
An asterisk follows results filed as active; · = no result given; & = joins results of further samples. Hits appear at their usual frequency; about 4.4% have a hit in one of these screens.

no. | structure | PG9 Ab binder | rCAG RNA binder | SMARCA2 activ | mABHD4 FP | ARFGAP1 inhibitor | NPR2 activator | Rev-erbA mod | GC-A act | ASAP1 GAP inh | HTRA1 inh
1 | O=C1CNC(=O)N1c1ccc(Cl)cc1 | 1.2 | -2 | 1 | -1 | 3 | 1 | -10 | 2 | 2 | 6
2 | CN1CCN(NC(=S)Nc2ccc(Oc3ccccc3)cc2)CC1 | -1.6 | -8 | -2 | 0 | -8 | 4 | 5 | 7 | -2 | -4
3 | O=C1C(=O)c2ccccc2C(O)=C1C1CCC(c2ccc(Cl)cc2)CC1 (centres undefined) | -1.0 | 5 | -3 | 6 | 1 | 0 | 8&4&-2 | 5 | -9 | 0
4 | O=C(Nc1cccc(Cl)c1Cl)c1ccc(-c2ccccc2)cc1 | 1.2 | 4 | 4 | 1 | -10 | 3 | 3 | -3 | -2 | -8
5 | C1=Nc2c(NCc3ccccc3)ncnc2Oc2ccccc21 | 0.1 | -2 | 4 | 3 | 15 | -3 | -1 | -1 | 0 | -3
6 | CCCn1c(N)c(C(=O)CSc2nnc3n2CCCCC3)c(=O)[nH]c1=O | 2.2 | 4 | -3 | -6 | -5 | -3 | 1 | 1 | -3 | -3
7 | COC(=O)c1cc(-c2c(-c3ccc4c(c3)OCO4)noc2-c2ccsc2)cc([N+](=O)[O-])c1 | -1.6 | 10 | 4 | -2 | 7 | 7 | 1 | 4 | -1 | 8
8 | CC(NCc1ccccc1)C1COc2ccccc2O1 (centres undefined) | -3.0 | -5 | 1 | 12 | -4 | 2 | 1 | -2 | -20 | 2
9 | O=C(COc1ccc(F)cc1)Nc1ccc(S(=O)(=O)Nc2ncccn2)cc1 | -1.2 | 6 | 0 | 2 | -1 | 1 | -3 | -2 | 9 | 6
10 | CCCCCN(C(=O)CCC(=O)OCc1cc(C)ccc1C)c1c(N)n(CCCC)c(=O)[nH]c1=O | -0.2 | 0 | -1 | 2 | 3 | -1 | -4 | 1 | 4 | -7
11 | COc1cccc(CNC(=O)C2CCN(S(=O)(=O)N3CCCC3)CC2)c1 | -1.2 | -2 | 1 | -8 | 7 | -3 | -3 | 0 | -8 | -1
12 | Cc1ccc(N2CC(C(=O)NCCCn3ccnc3)CC2=O)cc1 (centres undefined) | 2.8 | 3 | -1 | -8 | -3 | 1 | -6 | -1 | 9 | -5
13 | CN(C)C(CNC(=O)c1ccc(Cl)c(S(=O)(=O)N2CCCCCC2)c1)c1ccccc1 (centres undefined) | 0.7 | 1 | -7 | -2 | -7 | 0 | -4 | 0 | -8 | -4
14 | COc1ccc(Cn2nnnc2C(c2ccc(C)cc2)N2CCN(C3CCCC3)CC2)cc1 (centres undefined) | 2.2 | -11 | 1 | 6 | 1 | -6 | 3 | -4 | -3 | -8
15 | Cc1c(C(=O)N2CCOCC2)c(S(=O)(=O)Nc2ccccc2F)c(C)n1C | 0.3 | 0 | 1 | 10 | 13 | 0 | -3 | 3 | 5 | 9
16 | CCOC(=O)c1ccc(NC(=S)NC(=O)c2nn(CC)cc2Br)cc1 | -0.5 | -1 | -3 | 0 | -2 | -11 | 4 | -5 | 4 | 2
17 | O=C(COc1ccc(Br)cc1)Nc1nc(-c2cccnc2)cs1 | -0.3 | 8 | -5 | -6 | 15 | 5 | -9 | 2 | -2 | -5
18 | COc1ccc(N2C(=O)C(CC(=O)Nc3ccccc3)N(Cc3cccs3)C2=O)cc1 (centres undefined) | 0.6 | 1 | 2 | 10 | 10 | -1 | 2 | 2 | -4 | -7
19 | CC(C)COC(=O)N1CCCCC1c1cc(C(=O)Nc2ccccc2)no1 (centres undefined) | 1.2 | 0 | 1 | -9 | 3 | -7 | -3 | 2 | 0 | ·
20 | O=C(N/N=C/c1cc2c(cc1[N+](=O)[O-])OCO2)c1ccccn1 | -1.4 | 1 | -2 | 6 | 7 | 4 | 1 | 1 | 6 | 12
21 | Cc1noc(C)c1C(=O)Nc1ccccn1 | -1.4 | 2 | 6 | 1 | 10 | 3 | -3 | -4 | -4 | 7
22 | CCOC(=O)C1CCCN(C(=O)c2cn(CC)c3ccc(S(=O)(=O)N(C)C)cc3c2=O)C1 (centres undefined) | 0.5 | 2 | -2 | -7 | 9 | -2 | 6 | 1 | 3 | -3
23 | C1CCN(c2nc3nonc3nc2N2CCCC2)C1 | 1.1 | 1 | -3 | 6 | 11 | 0 | 3 | 1 | 6 | 9
24 | C=CCc1ccc(OCCCCN2CCC(C)CC2)c(OC)c1 | -1.7 | -2 | 12* | 7 | 5 | 2 | 1 | -7 | -9 | -7

Overlap with the part before: 2 entries; new compounds follow.
no. | structure | PG9 Ab binder | rCAG RNA binder | SMARCA2 activ | mABHD4 FP | ARFGAP1 inhibitor | NPR2 activator | Rev-erbA mod | GC-A act | ASAP1 GAP inh | HTRA1 inh
23 | C1CCN(c2nc3nonc3nc2N2CCCC2)C1 | 1.1 | 1 | -3 | 6 | 11 | 0 | 3 | 1 | 6 | 9
24 | C=CCc1ccc(OCCCCN2CCC(C)CC2)c(OC)c1 | -1.7 | -2 | 12* | 7 | 5 | 2 | 1 | -7 | -9 | -7
25 | Cc1ccccc1CN1C(=O)C(C)S/C1=N/N=C/c1ccco1 (centres undefined) | -0.8 | 0 | -1 | -3 | -2 | 9 | 2 | -4 | 2 | -6
26 | COc1ccc(N2CCN(C(=O)c3cc(C4CC4)nn3-c3ccccc3)CC2)cc1 | -2.4 | -2 | -3 | -1 | 4 | 5 | -3 | 5 | -1 | -1
27 | COc1cc(OC)c(NS(=O)(=O)c2ccc3c(c2)NC(=O)CO3)cc1Cl | -1.0 | 4 | -2 | 12 | -14 | -9 | 8 | -15 | 3 | 5
28 | Cc1ccccc1-c1nc2sc3c(c2c(=O)n1N)CCCC3 | 1.0 | -2 | 2 | -7 | -2 | -4 | -3 | 2 | 11 | -6
29 | Cc1cc(NS(=O)(=O)c2ccc(NC(=O)c3ccc(Cl)cc3Cl)cc2)no1 | -1.0 | 11 | 0 | -5 | 15 | 3 | 3 | 2 | 4 | -4
30 | COc1ccc(N2CCN(Cc3nc(-c4ccc(Cl)cc4Cl)no3)CC2)cc1 | -1.2 | -7 | -2 | 1 | 0 | 1 | 4 | 5 | 12 | -3
31 | CCOc1cc(CN2CCN(CCOCCO)CC2)ccc1OC | -1.4 | -1 | -1 | 1 | 1 | 3 | -2 | 3 | -7 | 5
32 | CC1(c2ccccc2)NC(=O)N(CC(=O)Nc2ccc(S(=O)(=O)NC3=NCCCCC3)cc2)C1=O (centres undefined) | 0.4 | 4 | -1 | 5 | -2 | 7 | 0 | 3 | -8 | -6
33 | O=C(c1ccc(Cl)c(S(=O)(=O)N2CCCCCC2)c1)N1CCOCC1 | -1.4 | -6 | 0 | -1 | 2 | 1 | -3 | -5 | 11 | 1
34 | C[C@H]1CN([C@@H](C)CO)C(=O)c2cc(Br)cnc2O[C@H]1CN(C)C(=O)c1cccnc1 | -0.4 | 1 | -1 | -1 | 1 | -3 | 1 | 2 | -5 | 0
35 | C=CCc1c(C)nc(C)nc1N/N=C/c1ccc(N(C)C)cc1 | -15 | 1 | -1 | -5 | 0 | -6 | 4 | -11 | 0 | 3
36 | CC(C)C[C@H](NC(=O)N1CCn2c1nc1ccccc12)C(=O)NC1CCCCC1 | 0.1 | -4 | -1 | 4 | 4 | 4 | 0 | 1 | 7 | -9
37 | O=C(Nc1ccc(F)c(Cl)c1)C1CC(=O)N(Cc2ccco2)C1 (centres undefined) | -2.0 | -1 | -3 | -6 | 4 | 0 | 4 | -2 | 3 | 0
38 | CCS(=O)(=O)N1CCN(S(=O)(=O)c2ccc(S(=O)(=O)NC3CC3)cc2)CC1 | -0.7 | 0 | -2 | 1 | 6 | 6 | 5 | -1 | -7 | 5
39 | CCOc1ccc(C2C(C(=O)/C=C/c3ccco3)=C(O)C(=O)N2CCN2CCOCC2)cc1OC (centres undefined) | -2.5 | 15 | -3 | 8 | -13 | -5 | -5 | -4 | 12 | 4
40 | Cc1[nH]c(=O)c(C#N)c(C)c1CCC(=O)NCc1cccc(C(F)(F)F)c1 | 0.0 | 0 | -1 | -1 | 13 | -3 | 0 | -2 | -1 | -6
41 | CC(C)(C)NC(=O)NC(=O)CSc1ccc(S(=O)(=O)N2CCOCC2)cn1 | -0.9 | 1 | -2 | -1 | -20 | 3 | 1 | 3 | -9 | 2
42 | COc1ccc(CCN2C(=O)CC(N3CCN(S(=O)(=O)c4ccccc4)CC3)C2=O)cc1 (centres undefined) | 0.7 | 2 | 1 | 2 | 1 | 1 | 0 | -3 | -1 | 0
43 | Cc1cccc2sc(NC(=O)CSc3nc4ccccc4o3)nc12 | -0.7 | 9 | -1 | -5 | 1 | -3 | 11 | 2 | -8 | -17
44 | Cc1nc(SCC(=O)Nc2nc3ccccc3s2)n[nH]1 | 0.8 | -2 | 1 | -2 | -9 | -8 | -3 | 1 | -7 | 4
45 | NC(=O)c1cc(S(=O)(=O)NCCc2ccccc2)cs1 | 1.0 | 1 | -2 | -4 | 0 | 1 | -3 | -2 | -3 | -4
46 | CCN(CC)C(=O)CSc1nnc2c3ccccc3n(C)c2n1 | -0.4 | -3 | -1 | 2 | 8 | 2 | 3 | 9 | 10 | -4
47 | O=C(NN1C(=O)NC2(CCCCC2)C1=O)c1cc2cc(Cl)ccc2o1 | 0.4 | 3 | 0 | 1 | -8 | 3 | 2 | 4 | -3 | 1
48 | COc1ccc(Oc2c(C)oc3c(CN(C)C)c(O)ccc3c2=O)cc1 | 0.4 | 2 | 0 | 0 | 4 | 0 | -2 | -1 | -15 | 1
49 | O=C(CN1C(=O)NC(c2ccccc2)(c2ccccc2)C1=O)N1CCCCC1 | -0.4 | 1 | -1 | 0 | 3 | 3 | -4 | -4 | -3 | 1
50 | CC(C)N1CC(C(=O)O)CC1=O (centres undefined) | 0.1 | 0 | -1 | -6 | -8 | 2 | 4 | 0 | 12 | 1
51 | O=C(NN=Cc1ccc2c(c1)CCN2)c1cccs1 | 0.9 | 4 | 1 | -10 | 7 | 0 | -10 | -6 | 5 | -15

Looked up above:
`CCOc1ccc(C2C(C(=O)/C=C/c3ccco3)=C(O)C(=O)N2CCN2CCOCC2)cc1OC` (centres undefined) @ NPR2 activator = -5
`Cc1cccc2sc(NC(=O)CSc3nc4ccccc4o3)nc12` @ Rev-erbA mod = 11
`COc1ccc(Oc2c(C)oc3c(CN(C)C)c(O)ccc3c2=O)cc1` @ ARFGAP1 inhibitor = 4

Compound activity (PubChem BioAssay)
